High-throughput results deposited in PubChem by Sanford-Burnham Center for Chemical Genomics.
HKDC1 inh – HKDC1 (human) hexokinase inhibition; inhibition, % at 20 µM; Q2TB90; hit rate 0.16% among 340,000; recombinant HKDC1, G6PDH/diaphorase resazurin coupled fluorescence;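 active means inhibition above about 35% when tested at 20 µM, limit read from the data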;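 further: plate controls were DMSO wells with enzyme for no effect and DMSO wells lacking enzyme for full effect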
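Material: recombinant HKDC1 hexokinase; Amount: HKDC1 at 5 µg/mL; Medium: Tris pH 8.0 buffer with MgCl2, Tween-20, BSA, BME; Schedule: 90 min reaction incubation at room temperature, dark; Technique: coupled resazurin fluorescence, excitation 525 nm, emission 613 nm.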
ATG4B inhibitor – inhibitors of human ATG4B cysteine protease; AID 504462; hit rate 0.51% among 340,000; inhibition, % at 8.33 µM; ATG4B cleavage of LC3-PLA2, NBD-HPC fluorescence, 1 h; in the data active means inhibition above about 40%
Target sequence (Q9Y4P1 whole entry, looked up): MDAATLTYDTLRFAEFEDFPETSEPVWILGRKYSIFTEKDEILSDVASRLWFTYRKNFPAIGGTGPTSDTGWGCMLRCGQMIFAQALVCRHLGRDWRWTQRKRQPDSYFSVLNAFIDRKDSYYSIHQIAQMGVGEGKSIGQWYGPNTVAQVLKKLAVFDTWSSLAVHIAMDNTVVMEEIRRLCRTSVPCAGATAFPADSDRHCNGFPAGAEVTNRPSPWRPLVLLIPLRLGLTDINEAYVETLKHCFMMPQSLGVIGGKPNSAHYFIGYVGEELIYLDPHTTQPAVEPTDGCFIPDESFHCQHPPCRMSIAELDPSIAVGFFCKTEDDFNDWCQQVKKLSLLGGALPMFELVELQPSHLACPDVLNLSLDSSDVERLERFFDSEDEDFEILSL
PfGluPho inh – PfG6PD (Plasmodium falciparum) enzyme inhibition. inhibition, % at 20 µM. hit rate 0.78% among 350,000. PfGluPho enzyme, NADPH resazurin-diaphorase fluorescence;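 active means inhibition reaching at least a set limit at 20 µM in the primary screen, cut at about 59% in these data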;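 further: 0% = DMSO wells with substrate and 100% = DMSO wells lacking glucose-6-phosphate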
SENP7 inh – inhibitors of human SENP7 protease; inhibition, % at 5 µM; recombinant SENP7, Z-RLRGG-aminoluciferin luminescence, 40 min; AID 434973; hit rate 1.5% among 330,000; Q9BQF6;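 active means inhibition above about 50% at the single test dose, limit read from the data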;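 further: plate controls were DMSO with enzyme for no effect and no enzyme buffer wells for full effect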
Target sequence (Q9BQF6 706-1050 limits assumed): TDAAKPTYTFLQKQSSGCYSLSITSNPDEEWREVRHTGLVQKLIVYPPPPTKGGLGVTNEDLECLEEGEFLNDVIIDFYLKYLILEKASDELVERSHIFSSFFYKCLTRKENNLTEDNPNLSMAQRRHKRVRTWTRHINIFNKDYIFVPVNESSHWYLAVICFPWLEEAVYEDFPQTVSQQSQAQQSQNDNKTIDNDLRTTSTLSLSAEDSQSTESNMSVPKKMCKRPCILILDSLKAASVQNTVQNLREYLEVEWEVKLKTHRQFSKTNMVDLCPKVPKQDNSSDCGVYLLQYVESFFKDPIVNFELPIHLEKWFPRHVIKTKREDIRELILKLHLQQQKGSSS
SENP8 block – blocks human SENP8 cleavage of Nedd8 substrate. Q96LD8. recombinant SENP8, Nedd8 substrate fluorescence. inhibition, % at 20 µM. hit rate 0.64% among 360,000. AID 602440; in the data active means inhibition mostly above about 40%, no sharp cut-off; inactive means mostly below about 27%
Target sequence (Q96LD8 whole entry, looked up): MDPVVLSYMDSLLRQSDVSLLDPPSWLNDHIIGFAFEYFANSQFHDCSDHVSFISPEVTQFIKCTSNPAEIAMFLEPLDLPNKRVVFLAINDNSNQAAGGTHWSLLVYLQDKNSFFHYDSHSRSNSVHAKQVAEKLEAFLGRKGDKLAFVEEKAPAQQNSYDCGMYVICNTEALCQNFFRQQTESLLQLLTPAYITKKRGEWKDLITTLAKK
NR3A LBD binder – modulates the human NR3A ligand-binding domain; hit rate 2.5% among 340,000; NR3A LBD differential scanning fluorimetry, Tm shift; 0% = protein alone, 100% = glycine-bound protein; Tm shift relative to glycine control, % at 25 µM; AID 1259313;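 active means melting temperature shift of at least 10% of the positive control shift, at one fixed dose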
SENP6 block – SENP6 protease inhibition; Q9GZR1; hit rate 1.8% among 330,000; Recombinant SENP6 catalytic domain, aminoluciferin luminescence; inhibition, % at 10 µM; AID 2599;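 active means inhibition above about 50% at the single tested dose, limit read from the data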;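 further: plate controls were DMSO wells with enzyme for no effect and DMSO wells lacking enzyme for full effect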
MPTP inh – inhibitors of mitochondrial permeability transition pore. isolated mouse mitochondria, Ca2+ swelling absorbance, 30 min. inhibition, % at 10 µM. hit rate 1.4% among 360,000;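 active means inhibition of 50% or more, scaled per plate between neutral and stimulator controls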;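 further: 0% = DMSO wells given calcium and 100% = 1 mM EGTA wells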
The depositor's hits bear a star; nt = not tested or not shown. Hits appear at their usual frequency. Share with any hit: about 6.9%.

Keys: A = HKDC1 inh; B = ATG4B inhibitor; C = PfGluPho inh; D = SENP7 inh; E = SENP8 block; F = NR3A LBD binder; G = SENP6 block; H = MPTP inh
C(=C\c1nnc(-c2cccs2)o1)/c1ccccc1
  A = 0; B = -12; C = 12; D = 3; E = -275; F = 1; G = 81*; H = 1.9
COc1ccccc1N(C)S(=O)(=O)c1ccc(Cl)c(C(=O)NCc2ccco2)c1
  A = -5; B = -21; C = 2; D = -3; E = -3; F = -1; G = -15; H = -1.3
Cc1cc(C(=O)Nc2nc3ccc(S(C)(=O)=O)cc3s2)c(C)o1
  A = 6; B = 1; C = -7; D = 93*; E = -31; F = -7; G = 96*; H = -3.0
COc1ccc(/C=N/n2c(N)nc3ccccc32)cc1OC
  A = 0; B = -20; C = -6; D = -8; E = 16; F = 1; G = -15; H = -1.9
Cc1cc(C)nc(SCCN2CCOCC2)n1
  A = 0; B = nt; C = -1; D = -2; E = 12; F = nt; G = -2; H = -0.1
CCCc1nn(C)c(C(=O)Nc2cccc(CC)c2)c1Cl
  A = -2; B = 23; C = 4; D = 7; E = 12; F = 12*; G = 1; H = 2.9
OCCCCNCc1ccc(OCc2ccc(Cl)cc2)cc1
  A = -9; B = 0; C = -13; D = 4; E = 7; F = 0; G = -16; H = 2.1
Cc1c(NS(=O)(=O)c2cccc(C(=O)NC(C)c3ccccc3)c2)c(=O)n(-c2ccccc2)n1C (stereo not drawn)
  A = -4; B = -13; C = 0; D = nt; E = 3; F = 0; G = nt; H = -0.4
O=C(NCc1ccc(F)cc1)C1CCN(S(=O)(=O)N2CCC3(CC2)OCCO3)CC1
  A = -9; B = -16; C = 5; D = 0; E = 10; F = -1; G = -9; H = -0.6
O=C(NC1CC2CCC(C1)N2C(=O)NCc1ccccc1)NC12CC3CC(CC(C3)C1)C2 (stereo not drawn)
  A = -4; B = 6; C = 0; D = -5; E = 32; F = 3; G = -5; H = -0.6
CCOc1ccccc1NC(=S)N1CCN(c2cccc(C)c2C)CC1
  A = -2; B = 6; C = 4; D = -8; E = 9; F = 4; G = 2; H = -1.6
CN(Cc1ccccc1)S(=O)(=O)c1ccc(Cl)c(C(=O)OCC(N)=O)c1
  A = -5; B = 2; C = -3; D = 4; E = 15; F = 1; G = -7; H = 1.7
COCCn1c(=O)c2c(nc3n2CC(C)CN3Cc2ccccc2)n(C)c1=O (stereo not drawn)
  A = -4; B = -2; C = -4; D = 3; E = 18; F = 1; G = -8; H = -2.3
CCN1C(=O)C(CC(=O)Nc2c(C)cccc2C)SC1=Nc1ccc(S(N)(=O)=O)cc1 (stereo not drawn)
  A = -6; B = -8; C = -6; D = 5; E = 8; F = 2; G = 9; H = -3.3
Cc1ccc(S(=O)(=O)NCCc2nnc3ccc(SCC(=O)Nc4nc(C)cs4)nn23)cc1
  A = -7; B = 2; C = -8; D = -3; E = -2; F = 6; G = -13; H = -0.6
O=C(CSc1nnc(-c2cccnc2)s1)Nc1ccccc1
  A = -3; B = -2; C = 51; D = -9; E = -6; F = 0; G = 22; H = -0.8
Cc1ccc(C(=O)O)cc1-n1c(=O)n(Cc2ccccc2)c(=O)c2[nH]cnc21
  A = 0; B = 0; C = -16; D = 6; E = -1; F = -1; G = -6; H = -0.5
COc1ccc(C(=O)C2CCCN(C(=O)c3cc(C)nc(C)n3)C2)cc1OC (stereo not drawn)
  A = 3; B = 3; C = -7; D = 5; E = -9; F = 2; G = 14; H = 0.0
N#Cc1ccsc1NC(=O)C1CCCN1S(=O)(=O)c1cccs1 (stereo not drawn)
  A = 6; B = -9; C = 2; D = -3; E = 3; F = 0; G = -1; H = -0.6
CCN(CC(=O)Nc1ccc(C(=O)Nc2ccc(OC)cc2)cc1)Cc1nc2ccccc2c(=O)[nH]1
  A = 17; B = 1; C = -1; D = -5; E = -8; F = 10; G = -13; H = -0.4
COC(=O)[C@@H](Cc1c[nH]c2ccccc12)NC(=O)CCC(=O)c1ccc(F)cc1
  A = -4; B = -4; C = 0; D = -19; E = -3; F = 0; G = -20; H = -0.3
Cc1ccc(NC(=O)C2CCN(c3ncnc4c3nc3n4CCCCC3)CC2)cc1Cl
  A = 1; B = 60*; C = 12; D = -18; E = -9; F = 0; G = 14; H = 1.2
CCOCCCN(C(=O)Cn1nnc2ccccc21)C(C(=O)NCc1ccco1)c1ccncc1 (stereo not drawn)
  A = 3; B = -4; C = 14; D = nt; E = -6; F = 0; G = nt; H = -3.5
COc1ccc(C(CNC(=O)C2CCN(S(=O)(=O)c3ccc(F)cc3)CC2)N(C)C)cc1 (stereo not drawn)
  A = -3; B = -7; C = 4; D = 5; E = 3; F = -2; G = 1; H = 1.4
COc1cccc(N2C(=O)C3CC=C(Cl)CC3C2=O)c1 (stereo not drawn)
  A = 2; B = 7; C = -10; D = 2; E = 10; F = 1; G = -2; H = -1.2
CCOc1ccc(NC(=O)[C@@H]2CCCN2C(=O)c2cccs2)cc1S(=O)(=O)N1CCCCC1
  A = -7; B = -20; C = 5; D = 4; E = -7; F = 1; G = -7; H = -1.1
CN1CCN(NS(=O)(=O)c2cccs2)CC1
  A = -8; B = 1; C = 22; D = 9; E = 10; F = -9; G = -5; H = -2.0
Cc1ccc(C(=O)NCC(=O)Nc2ccc3c(c2)CCC3)cc1C
  A = -4; B = 5; C = 2; D = 9; E = 10; F = -1; G = -13; H = -0.7
Cc1ccn2c(NC3CCCCC3)c(C)nc2c1
  A = 5; B = 1; C = -8; D = -6; E = -92; F = 2; G = -19; H = 5.0
Cc1ccc(NC(=O)COC(=O)c2ccc([N+](=O)[O-])s2)c(C)c1
  A = -10; B = -15; C = 22; D = 18; E = 40; F = 0; G = 28; H = -0.5

Full records as entered above. Values in the order: HKDC1 inh, ATG4B inhibitor, PfGluPho inh, SENP7 inh, SENP8 block, NR3A LBD binder, SENP6 block, MPTP inh
Shown for CCOc1ccc(NC(=O)[C@@H]2CCCN2C(=O)c2cccs2)cc1S(=O)(=O)N1CCCCC1 → -7, -20, 5, 4, -7, 1, -7, -1.1
Shown for Cc1ccn2c(NC3CCCCC3)c(C)nc2c1 → 5, 1, -8, -6, -92, 2, -19, 5.0
Shown for Cc1ccc(NC(=O)COC(=O)c2ccc([N+](=O)[O-])s2)c(C)c1 → -10, -15, 22, 18, 40, 0, 28, -0.5

Additional structures:
Keys: A = HKDC1 inh; B = ATG4B inhibitor; C = PfGluPho inh; D = SENP7 inh; E = SENP8 block; F = NR3A LBD binder; G = SENP6 block; H = MPTP inh
NS(=O)(=O)c1ccc(CNC(=O)Cc2ccccc2F)cc1
  A = -5; B = -7; C = 10; D = 5; E = 5; F = 2; G = -9; H = -1.1
NNC(=O)c1ccc(COc2ccc3ccccc3c2)cc1
  A = -7; B = -1; C = -6; D = -11; E = 39; F = -2; G = 21; H = 5.0
CCOc1cc(C=C(C#N)C#N)ccc1Oc1ccc([N+](=O)[O-])cn1
  A = 13; B = 4; C = 27; D = -4; E = 2; F = -9; G = -21; H = -1.6
CCOc1ccc(/C=N/NC(=O)c2nnn(-c3nonc3N)c2CN2CCC(C)CC2)cc1
  A = 0; B = 5; C = 1; D = -5; E = -10; F = 11*; G = 1; H = 2.7
CC1(C)C(=O)OC(C(=O)c2ccccc2)C(C)(C)C1=O (stereo not drawn)
  A = -3; B = -9; C = -1; D = 6; E = 5; F = 0; G = -22; H = 0.6
c1csc(C2=NNC(=NC3CCCCC3)SC2)c1
  A = -2; B = 18; C = -13; D = nt; E = 8; F = -1; G = nt; H = -0.6
CC1(C)c2ccccc2N(CC(N)=O)C12C=Cc1ccccc1O2 (stereo not drawn)
  A = 5; B = -10; C = -8; D = -3; E = 6; F = -3; G = -4; H = 0.2
CCc1ccc2nc(/N=C(\N)NC(=O)c3ccccc3)nc(C)c2c1
  A = 1; B = -4; C = -7; D = 5; E = -144; F = 9; G = -11; H = 7.7
CCCN(CC(=O)Nc1ccccc1C)C(=O)C1CC(=O)N(Cc2ccccc2)C1 (stereo not drawn)
  A = -4; B = -4; C = -11; D = -1; E = 24; F = 0; G = -4; H = -1.4
CCN1CCN(C(=O)C2CCCN(S(=O)(=O)c3ccc(OC)c(OC)c3)C2)CC1 (stereo not drawn)
  A = -5; B = -5; C = 6; D = 2; E = 4; F = 2; G = -19; H = -0.2
CCC(c1nnnn1C1CCCC1)N(Cc1cccs1)Cc1cc2cccc(C)c2[nH]c1=O (stereo not drawn)
  A = 7; B = -12; C = 8; D = 5; E = -40; F = -4; G = -15; H = 1.5
O=C(C1CC(=O)N(c2ccc3c(c2)OCCO3)C1)N1CCN(c2ccccc2O)CC1 (stereo not drawn)
  A = -1; B = -2; C = 3; D = 9; E = 8; F = -2; G = 0; H = 0.9
NS(=O)(=O)c1ccc(NC(=S)NCc2ccccc2)cc1
  A = -12; B = -3; C = 30; D = 5; E = 26; F = 1; G = -5; H = -0.6
Cc1ccc(Nc2cnn(C34CC5CC(CC(CC(=O)O)(C5)C3)C4)c(=O)c2Cl)cc1C
  A = -12; B = -9; C = -8; D = 8; E = 22; F = -1; G = 8; H = 0.0
CCOC(=O)c1cc(-c2cc(OC)c(OC)c(OC)c2)nc2c1c(=O)[nH]c(=O)n2Cc1ccccc1
  A = -3; B = -16; C = -4; D = -7; E = -446; F = 0; G = -7; H = -0.9
COc1ccc(C2CC3(O)NC(=O)C(C#N)(C3C)C2(C#N)C#N)cc1 (stereo not drawn)
  A = -3; B = -9; C = -5; D = -5; E = 15; F = 0; G = 6; H = 2.2
CS(=O)(=O)N1CCN(Cc2ccc(C(F)(F)F)cc2)CC1
  A = 1; B = -13; C = 8; D = -7; E = 7; F = 1; G = -10; H = -1.6
O=C(c1cccc(F)c1)N1CCN(S(=O)(=O)Cc2ccccc2)CC1
  A = -4; B = -1; C = -6; D = 1; E = 18; F = 0; G = -7; H = 0.1
CCCCOc1cccc(/C=N/NC(=O)c2csc(C)c2C)c1
  A = 10; B = 1; C = 41; D = 5; E = 24; F = -7; G = 3; H = 6.4
Cc1ccc2nc(C(=O)O)c(C(=O)O)nc2c1
  A = -5; B = -4; C = -6; D = 1; E = 12; F = -13; G = -14; H = -0.1
NCCCC[C@H]1CNC(=O)C(=O)N1CCc1cc(C(F)(F)F)cc(C(F)(F)F)c1
  A = 0; B = -8; C = -2; D = -8; E = 0; F = 0; G = 8; H = 1.1
Cc1cc2ccccn2c1C(=O)Nc1cccc(Cl)c1
  A = -4; B = 12; C = 29; D = -12; E = -445; F = -9; G = -19; H = 2.3
O=[N+]([O-])c1ccc(N2CCN(S(=O)(=O)c3cnc[nH]3)CC2)cc1
  A = 0; B = 8; C = 1; D = 0; E = 22; F = 10*; G = 11; H = -1.0
CC(C)(C)OC(=O)NC1CONC1=O (stereo not drawn)
  A = -9; B = -2; C = -21; D = 0; E = -8; F = 1; G = -6; H = -0.1
CN1CCN(S(=O)(=O)c2ccc(NC(=O)c3ccccc3Cl)cc2)CC1
  A = -5; B = 2; C = -13; D = 10; E = 21; F = -1; G = -2; H = -1.2
C=Cc1ccc(C(=O)N2CCCC(Nc3ccc4c(c3)OCCO4)C2)cc1 (stereo not drawn)
  A = 7; B = 6; C = 11; D = -7; E = 18; F = -1; G = -3; H = 0.7
CC1CC(C)(C)CC2(C1)NC(=O)N(CC(=O)OCC(=O)Nc1cc(S(=O)(=O)N3CCCCC3)ccc1Cl)C2=O (stereo not drawn)
  A = -3; B = -16; C = 10; D = nt; E = 6; F = 2; G = nt; H = -0.3
CCCCc1c(O)nc(SCC(=O)N2CCOCC2)[nH]c1=O
  A = -6; B = -3; C = 2; D = 0; E = 10; F = 1; G = -1; H = -1.1
CC(=O)Nc1ccc(S(=O)(=O)N(C)CC(=O)N/N=C/c2ccc(C(=O)O)cc2)cc1
  A = 14; B = 5; C = 25; D = 11; E = -4; F = 0; G = -2; H = 0.8
Cc1[nH]c2c(C)cccc2c(=O)c1Br
  A = -9; B = -10; C = -10; D = -1; E = 22; F = 1; G = 2; H = -0.3
CCOC(=O)C1CCN(C(=O)c2cc3c(OC)c(OC)c(OC)cc3[nH]2)CC1
  A = 1; B = -3; C = 3; D = -4; E = -58; F = 1; G = -9; H = -0.8
CCOC(=O)[C@@H]1[C@H]2COc3cc(OC)ccc3[C@@H]2N2C(=O)N(c3ccc(F)cc3)C(=O)[C@@]12C
  A = -7; B = 5; C = -8; D = -7; E = 4; F = -3; G = -7; H = -0.9
